# Bioassay records: PubChem BioAssay, several laboratories
# FAS-TE inh: FAS thioesterase domain inhibitors, primary screen, biochemical, fluorescence intensity, uHTS | 360,000 compounds, 0.67% hits | inhibition, % at 15 µM | Fatty acid synthase (Homo sapiens), P49327 | recombinant FAS-TE, OMFH fluorogenic substrate, fluorescence endpoint;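 active = compounds whose normalised, plate-corrected inhibition of enzyme fluorescence in the single-dose primary screen is 50% or more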;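 note: 0% = DMSO with enzyme and 100% = substrate without enzyme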
# Rpn11 block: Rpn11 (PSMD14) deubiquitinase inhibitors, primary screen, biochemical, fluorescence polarization, uHTS | human 26S proteasome, Ub4-pepOG fluorescence polarization; 20S core pre-blocked with epoxomicin | AID 588493, 2011 | calls only at 20 µM | 360,000 compounds, 0.59% hits;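 active = inhibition at 20 µM, scaled to each plate's controls, above about 33%, limit read from the data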
# Rin1 Abl inh: inhibitors of Rin1-Abl protein binding, primary screen, biochemical, TR-FRET; 360,000 compounds, 0.4% hits; Tyrosine-protein kinase ABL1 (Homo sapiens) + Ras and Rab interactor 1 (Homo sapiens), …; inhibition, % at 7.35 µM; in the data active = inhibition above about 5%, passing the limit was not always enough
# SKN-1 inh: suppressors of acrylamide-induced Pgst-4::GFP reporter in worms, primary screen, SKN-1 inhibitor project, whole organism, uHTS, GFP/RFP fluorescence ratio, strain VP596. AID 624304, 2012. 360,000 compounds, 0.49% hits. inhibition, % at 21.8 µM. C. elegans VP596 Pgst-4::GFP/RFP ratio, 24 h;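 active = interference check ratio from 0.5 to 1.5 plus GFP to RFP signal ratio inhibition reaching or exceeding a fixed threshold, cut at about 30% in these data, passing the limit was not always enough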; note: some compounds called inactive have numbers as strong as hits
# Neddylation inh: inhibitors of cullin neddylation, primary screen, biochemical, TR-FRET, uHTS, NAE and Ubc12 | 360,000 compounds, 0.58% hits | calls only at 25 µM | NEDD8-conjugating enzyme Ubc12 (Homo sapiens) + NEDD8-activating enzyme E1 regulatory …; in the data active = inhibition above about 36%
# NadD block: inhibitors of S. aureus NadD, primary screen, biochemical, colorimetric, uHTS. Nicotinate-nucleotide adenylyltransferase NadD (Staphylococcus aureus N315). purified NadD enzyme, colorimetric absorbance read-out. inhibition, % at 20 µM. 360,000 compounds, 0.78% hits. AID 602399, 2012; in the data active = inhibition above about 26%; note: some compounds past the cut are filed as inactive
# PABP1 MLLE inh: inhibitors of PABP1 MLLE–PAM2 peptide binding, primary screen, biochemical, fluorescence polarization, FITC-PAM2, GST-MLLE; Polyadenylate-binding protein 1 (Homo sapiens), P11940; inhibition, % at 20 µM; 360,000 compounds, 0.36% hits; AID 588489, 2011; in the data active = inhibition above about 35%, passing the limit was not always enough;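 note: plate controls were DMSO wells with GST-MLLE for no effect and wells lacking GST-MLLE protein for full effect; some results filed as inactive read as strong as hits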
# CSN inh: inhibitors of CSN-mediated cullin deneddylation, primary screen, biochemical, fluorescence polarization, uHTS; COP9 signalosome complex subunit 5 (Homo sapiens), Q92905; Purified CSN, SCF-Nedd8-OG deneddylation; inhibition, % at 12.5 µM; 360,000 compounds, 0.38% hits; AID 651999, 2013;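 active = pattern-corrected inhibition above about 35%, with an unprinted fluorescence ratio check between 0.5 and 1.5, limit read from the data, passing the limit was not always enough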;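 note: 0% = enzyme with substrate and 100% = substrate without enzyme; some results filed as inactive read as strong as hits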
#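 Test system: Human Csn5 produced in HEK293T cells | Compound: 12.5 µM single point | Times: 90 min, room temperature | Signal: Fluorescence polarization readout | Read-out basis: % inhibition of substrate cleavage by Csn5 | Controls: no-enzyme wells high, enzyme-with-substrate wells low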
# MT1-MMP act inh: blockers of MT1-MMP proenzyme processing, primary screen, HT1080 RFP-PRO-GFP cells, GFP/RFP fluorescence; GFP/RFP ratio change, % at 20 µM; 360,000 compounds, 0.061% hits; AID 651647, 2012; GFP/RFP ratio fluorescence, overnight; percent of plate control window, DMSO zero; Matrix metalloproteinase-14 (Homo sapiens), P50281;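 active = GFP/RFP ratio change of at least 30% with cell ATP level not reduced by more than half and red fluorescence within 50% of control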; note: strong numbers were not always called active
#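 Material – HT1080 RFP-PRO-GFP cells · Control set – DMSO wells and RFP-L50D-GFP cells · Incubation – overnight cell settling, then overnight compound exposure, 37 °C, 5% CO2 · Compound dosing – single-point 20 µM compound, 1% DMSO · Read-out – GFP/RFP fluorescence ratio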
# Starred values were filed as active, the others as inactive; i = inactive; . = no result given; + = active, no number. Compounds as they come; 3.9% or so of the library scored in one or more.
Molecule	FAS-TE inh	Rpn11 block	Rin1 Abl inh	SKN-1 inh	Neddylation inh	NadD block	PABP1 MLLE inh	CSN inh	MT1-MMP act inh
CCCc1cc(=O)[nH]c(SCC(=O)Nc2nc3ccc(OCC)cc3s2)n1	-7	i	4	-3	i	-1	7	5	0
O=C(CCCc1ccccc1)N1CCc2ccccc21	8	i	-1	7	i	-6	-11	-3	2
CCn1nnc(NC(=O)C(C)Oc2ccc(Cl)cc2Cl)n1 (centres undefined)	3	i	-3	-21	i	3	8	-1	-5
C=CCOc1cccc(CNc2cccc(C(=O)O)c2)c1	-8	i	-1	-12	i	-6	-58	2	1
COC(=O)c1c(NC(=O)c2cnccn2)sc2c1CCC2	-1	i	-4	8	i	-3	3	-1	-2
COc1ccc(C(=O)Nc2ccc(NC(=O)c3ccco3)cc2)cc1	-5	i	-1	5	i	-5	7	-3	4
Cc1cc(C)c(S(=O)(=O)c2ccccc2)c(N2CCOCC2)n1	-1	i	0	1	i	-1	-13	-4	-2
Cc1ccc(C(=O)Nc2c3c(nn2-c2ccccc2)CS(=O)(=O)C3)cc1C	2	i	-2	-1	i	-1	-11	-2	-1
CNC(=O)c1ccsc1NC(=O)CCS(=O)(=O)c1ccc(Cl)cc1	-1	i	4	-14	i	-4	-4	2	0
Clc1ccc(-c2nnc(CCc3ccccc3)o2)c(Cl)c1	23	i	0	8	i	-4	-9	0	-5
COc1cccc(/C=N/Nc2ccc(S(=O)(=O)Nc3ccccc3C(=O)O)cc2[N+](=O)[O-])c1O	8	i	-3	16	i	17	-4	1	16
COCCN(C)C(=O)CCc1nnc(Cc2ccc(-c3ccccc3)cc2)o1	-3	i	2	-26	i	-1	12	4	-1
Cc1cc(C)c2c3c(sc2n1)C(=O)N(c1ccccc1)CC(=O)N3	0	i	0	-6	i	-5	5	2	-3
CN1C(=S)NC(C)(C)CC1(C)c1ccc(O)cc1O (centres undefined)	-17	i	-3	3	i	-6	-20	0	0
C=CCNC(=O)c1ccc(Sc2ccc(C)cc2)c([N+](=O)[O-])c1	4	i	3	-15	i	4	-9	0	2
COc1ccc(CNc2ccccn2)c(O)c1	-6	i	0	8	i	-7	9	2	1
COC(=O)c1ccccc1S(=O)(=O)N1CCC(C(=O)Nc2ccc(N3CCOCC3)cc2)CC1	-1	i	1	-8	i	-1	-3	-5	10
Cc1ccccc1CCNC(=O)c1cc(C2CC2)nc2c1cnn2C(C)C	22	i	3	16	.	-2	6	-2	1
CC(C)[C@H](NC(=O)N1CCn2c1nc1ccccc12)C(=O)NC1CCCCC1	6	i	6	22	i	-1	7	1	6
COc1ccccc1CNC(=O)COc1ccccc1C(=O)c1cnn(-c2ccccc2)c1	17	i	2	21	i	-3	-10	-3	-7
COc1cccc(C2=Cc3ccc(F)cc3C(CC(C)=O)N2c2ccc(-c3cc(OC)c(OC)c(OC)c3)cc2)c1 (centres undefined)	16	.	.	4	i	18	.	2	0
COc1ccc(NC(=O)CSc2nc3nc(C)cc(C)c3c(=O)[nH]2)cc1OC	-2	i	2	5	i	-3	1	-2	3
O=C1CCC(=O)N1c1ccc(-c2nc3ccccc3s2)cc1	-10	i	-6	-5	i	0	2	3	-7
Cn1c(Cc2ccccc2)nnc1SCc1cc(=O)n2ccsc2n1	-4	i	-1	7	i	-6	-20	4	1
O=C(O)c1nc(NCc2ccccc2)ncc1Cl	-3	i	1	12	i	-1	-3	-3	-4

# Record cards (already shown). Order of screens: FAS-TE inh	Rpn11 block	Rin1 Abl inh	SKN-1 inh	Neddylation inh	NadD block	PABP1 MLLE inh	CSN inh	MT1-MMP act inh
# COc1ccc(CNc2ccccn2)c(O)c1 reads -6	i	0	8	i	-7	9	2	1
# CN1C(=S)NC(C)(C)CC1(C)c1ccc(O)cc1O (centres undefined) reads -17	i	-3	3	i	-6	-20	0	0
# COc1ccc(NC(=O)CSc2nc3nc(C)cc(C)c3c(=O)[nH]2)cc1OC reads -2	i	2	5	i	-3	1	-2	3
# COc1ccccc1CNC(=O)COc1ccccc1C(=O)c1cnn(-c2ccccc2)c1 reads 17	i	2	21	i	-3	-10	-3	-7

# Next section:
Molecule	FAS-TE inh	Rpn11 block	Rin1 Abl inh	SKN-1 inh	Neddylation inh	NadD block	PABP1 MLLE inh	CSN inh	MT1-MMP act inh
c1ccc2cc3c(NCCN4CCOCC4)ccnc3cc2c1	-14	i	-5	8	.	-1	0	4	18
C=CCNC(=O)N[C@@H](CCSC)C(=O)OC	-5	i	3	5	i	1	-2	1	1
CCOc1cc(C(=O)NCc2ccccc2)ccc1OCC(=O)N1CCOCC1	-9	i	2	-5	i	-2	7	2	2
COc1ccc(S(=O)(=O)NCc2ccccn2)cc1NC(=O)c1ccccc1	-4	i	1	5	i	-2	18	3	-7
COc1ccc(Cl)c(OC)c1C(=O)NC(=O)Nc1c(F)cc(F)cc1F	-2	i	-2	-9	i	4	-5	2	2
CCC(=O)N1CCCc2cc(S(=O)(=O)N3CCN(c4ccccn4)CC3)ccc21	1	i	1	13	i	0	4	-1	5
CC(=O)c1sc(NC(=O)c2ccccc2)nc1-c1ccccc1	6	i	-2	6	i	-14	-2	0	-6
O=C(Cc1c(Cl)cccc1Cl)N/N=C/c1cccnc1	1	i	-1	5	i	-3	-16	-3	1
CC(C)[C@H](NC(=O)OCc1ccccc1)C(=O)OCC(=O)c1ccccc1	30	i	1	-1	i	-6	5	-7	-4
CC(=O)Nc1ccc(NC(C)=C(C#N)C#N)cc1	-7	i	5	10	i	-1	1	3	-6
Cc1cc(C(=O)NC2CCCc3c2cnn3-c2cccc(C)c2C)c(C)o1 (centres undefined)	0	i	2	-16	i	5	16	1	-7
CCOC(=O)c1c(CN(C)C)oc2cc(CN(C)C)c(O)c(CSc3ccccc3)c12	-14	i	-3	-8	i	-9	27	3	-14
Cc1cccc(NC(=O)c2sc3nc4c(c(-c5ccco5)c3c2N)CCC4)c1	14	i	0	-6	i	45*	-8	10	-14
Cc1nnc(SCCn2c(N3CCCCC3)nc3c2c(=O)[nH]c(=O)n3C)s1	-5	i	-3	6	i	5	8	-5	8
COc1cc(OC)c(N(C)C(=O)c2cc3c(s2)-c2ccccc2S(=O)(=O)C3)cc1Cl	54*	i	-4	9	i	6	2	2	4
OC(CN1CCN(c2ccccc2Cl)CC1)c1ccccc1 (centres undefined)	7	i	1	6	i	-11	-1	-2	-1
CN(C)c1nc(N(C)C)nc(N(C#N)CN2C(=O)c3ccccc3S2(=O)=O)n1	7	i	-1	-9	i	-6	2	-10	-1
CN(C)c1ccc(C(=S)N2CCN(c3ccc([N+](=O)[O-])cc3)CC2)cc1	24	i	1	-4	i	11	25	2	-1
CC(NC(=O)COC(=O)C1CCC1)c1ccccc1 (centres undefined)	-8	i	2	-5	i	2	-2	1	3
CCOc1ccc(N2C(=O)c3ccc(C(=O)OCC(=O)N(CC)C4CCS(=O)(=O)C4)cc3C2=O)cc1 (centres undefined)	-2	i	0	-7	i	-2	-14	3	4
CC(C)N(Cc1ccccc1)C(=O)CSc1nccn1C	-6	i	2	2	i	8	-26	2	0
O=C(NCCc1ccccc1)c1cnc2ccccc2n1	-2	i	1	20	i	-2	10	1	-8
C=CCC1(CC=C)CCCN1C(=O)c1cc(COc2ccc(-n3cncn3)cc2)on1	7	i	-3	-28	i	-6	-1	-1	4
COC(=O)c1cccc(CN2C(=O)SC(Nc3ccccc3)C2=O)c1 (centres undefined)	4	i	-8	2	+	31*	-5	31	-2
CCOC(=O)CSc1ccc(C(=O)Nc2ccc(OC)cc2)cn1	-3	i	1	-1	i	0	2	-2	-2
O=C(CSc1ccc(-c2ccccc2)nn1)N1CCN(c2ccccc2)CC1	-10	i	0	-8	i	2	16	-2	1
CC(C)C[C@H](NC(=O)N1CCn2c1nc1ccccc12)C(=O)N[C@@H](Cc1ccccc1)C(=O)O	5	i	-3	-4	i	6	1	3	-1
CN(C)c1cc(Nc2cccc(O)c2)c([N+](=O)[O-])c2nonc12	7	i	-8	8	i	0	-1	4	-6
COc1ccc(CNC(=O)C2CCN(S(=O)(=O)N3CCCCC3)CC2)cc1	-8	i	6	14	i	-1	-7	-2	-9
O=C(OCCOc1cccc(Cl)c1)C1CCN(S(=O)(=O)c2ccccc2)CC1	35	i	0	6	i	-8	-17	-2	1
FC(F)(F)c1nnc(-c2ccccc2)nc1N1CCOCC1	-6	i	-2	7	i	2	-8	0	1
CCOc1ccc(S(=O)(=O)N(CC)CC(=O)NC2CCS(=O)(=O)C2)cc1 (centres undefined)	-6	i	-1	-13	i	-2	4	6	-3
Cc1ccc(CC(=O)Nc2nnc(-c3ccc(F)cc3)o2)c(C)c1	-11	i	-1	4	i	2	8	0	2
Cc1ccc(NC(=O)c2sccc2C)cc1[N+](=O)[O-]	12	i	0	20	i	-5	4	3	-2
CC(NC(=O)c1ccc2nc[nH]c2c1)c1ccccc1 (centres undefined)	-10	i	-4	3	i	1	-4	-2	2
CCOCCCNC(=O)c1cc(Sc2ccc(C)cc2)nc2ccccc12	4	i	-1	1	i	-2	11	0	1
Cc1ccc(-c2c(C(=O)NNC(=S)NCC3CCCO3)csc2C)cc1 (centres undefined)	1	i	5	-7	i	6	-48	0	3
COc1ccc(/C(C)=N/NC(=O)c2ccc(NS(=O)(=O)c3cccs3)cc2)cc1	-1	i	1	12	i	7	2	0	-10
COc1cc(S(=O)(=O)Nc2cccc(C)c2)ccc1NC(=O)c1ccncc1	-11	i	1	13	i	3	2	-9	1
COCCn1c(C)cc(/C=C2/NC(=O)N(c3cccc(Cl)c3)C2=O)c1C	7	i	-3	16	i	17	-29	9	-7
COc1ccc(NC(=O)c2noc(C(C)C)c2[N+](=O)[O-])cc1	-5	i	0	4	i	-1	4	5	5
Cc1ccc(C(=O)N2CC(C)SC2=Nc2cccc(S(=O)(=O)N(C)C)c2)cc1 (centres undefined)	17	i	-1	-1	i	-7	2	3	-2
O=C(Nc1cccc2ccccc12)NC1CCCCC1O (centres undefined)	-7	i	-4	-3	i	-4	-2	0	2
O=c1[nH]ccc2c([N+](=O)[O-])cccc12	-3	i	-5	0	i	-4	13	3	-6
